# Screening data (PubChem BioAssay)
# Vif imaging: blocks HIV Vif function; inhibition, % at 7.49 µM; 0.35% of 340,000 active; HEK293T cells, Vif self-association by quenched fluorescence, imaging, 24 h; in the data active means inhibition above about 50%, passing the limit was not always enough; further: some results filed as inactive read as strong as hits
# aDG glyco act: increases alpha dystroglycan glycosylation. Pro5-aDG cells, alpha-DG glycosylation AlphaScreen (IIH6); 0% Pro5, 100% B10-LARGE cell signal. activation, % at 10 µM. 0.22% of 360,000 active. AID 624168;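 active means activation of at least 8% versus controls, or a plate z-score of at least 8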;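 further: Pro5 are CHO cells carrying HIG-tagged alpha-DG that lacks glycosylation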
# ABHD5-PLIN5 inh: ABHD5-PLIN5 protein interaction inhibition; 0.78% of 360,000 active; inhibition, % at 4 µM; Split G. princeps luciferase complementation, luminescence, 4 h; Q00G26+Q8WTS1;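 active means inhibition above the mean inhibition across every tested compound plus 3 SD, cut at about 22% in these data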;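 further: 0% = DMSO only wells and the 100% control is not disclosed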
# MC4R barr agon: activates human MC4R beta-arrestin recruitment; activation, % at 8.9 µM; 0.98% of 360,000 active; U2OS MC4R beta-arrestin complementation, luminescence; percent of melanotan II response, DMSO zero; P32245; AID 540308;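 active means activation above a per-plate cutoff, the mean activation of sample wells on that plate plus 3 SD, cut at about 8% in these data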
# ABCB6 inh MLPCN: human ABCB6 transporter inhibition. fluorescence ratio to DMSO, % at 10 µM. 0.19% of 360,000 active. K562-ABCB6 porphyrin accumulation, flow cytometry, 1 h; hits give low values. Q9NP58;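 active means fluorescence ratio to DMSO below 75%, the collection mean minus 3 SD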;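 further: signal is porphyrin accumulated inside mitochondria; 100% equals median channel fluorescence of DMSO control wells; lower ratio means ABCB6 inhibition with less porphyrin fluorescence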
# Target sequence (Q9NP58 whole entry, looked up): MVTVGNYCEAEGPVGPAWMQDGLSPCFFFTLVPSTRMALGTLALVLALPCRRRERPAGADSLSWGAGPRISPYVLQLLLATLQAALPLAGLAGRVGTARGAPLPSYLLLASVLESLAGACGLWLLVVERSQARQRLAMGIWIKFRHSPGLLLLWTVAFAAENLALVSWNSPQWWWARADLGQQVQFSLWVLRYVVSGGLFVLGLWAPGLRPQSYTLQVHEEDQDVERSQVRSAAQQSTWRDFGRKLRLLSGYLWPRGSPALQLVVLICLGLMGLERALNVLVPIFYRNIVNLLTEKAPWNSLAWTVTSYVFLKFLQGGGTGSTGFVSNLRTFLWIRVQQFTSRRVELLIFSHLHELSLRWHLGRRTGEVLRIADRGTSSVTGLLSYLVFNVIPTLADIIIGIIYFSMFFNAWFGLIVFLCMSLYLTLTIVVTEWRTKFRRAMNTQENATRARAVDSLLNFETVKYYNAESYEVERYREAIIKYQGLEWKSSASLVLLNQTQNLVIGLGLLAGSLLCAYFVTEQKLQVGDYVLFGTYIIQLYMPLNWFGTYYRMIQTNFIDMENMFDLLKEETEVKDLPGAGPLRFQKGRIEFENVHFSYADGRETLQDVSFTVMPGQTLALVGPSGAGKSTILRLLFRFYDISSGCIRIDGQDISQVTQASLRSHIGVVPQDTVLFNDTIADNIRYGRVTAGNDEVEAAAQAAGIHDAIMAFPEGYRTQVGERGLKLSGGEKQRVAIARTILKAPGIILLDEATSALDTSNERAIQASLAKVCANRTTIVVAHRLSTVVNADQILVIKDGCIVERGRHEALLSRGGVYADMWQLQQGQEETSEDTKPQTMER
# Granule exo inh: blocks lytic granule exocytosis; 0.66% of 360,000 active; AID 651702; inhibition, % at 10 µM; TALL-104 LAMP-1 surface exposure, flow cytometry; cells stimulated with thapsigargin and PMA;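 active means inhibition above about 55%, limit read from the data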
# TLR9-MyD88 block: blocks human TLR9 binding to MyD88; 0.21% of 340,000 active; Q9NR96+Q99836; AID 504734; inhibition, % at 4.98 µM; CHO BLA complementation TLR9-MyD88, CCF4 FRET ratio;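 active means inhibition above the mean over all tested compounds plus 3 SD, cut at about 21% in these data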;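 further: 0% = DMSO only wells and 100% = clavulanate BLA inhibitor control wells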
# Glyco luc inh: N-linked glycosylation inhibition; D54 ERlucT glycosylation luciferase reporter, 24 h; percent of 100 nM tunicamycin response; reporter increase, % at 12.5 µM; 0.23% of 360,000 active; AID 588692;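 active means mean luciferase reporter signal, scaled so untreated is 0 and the glycosylation-blocking control 100, at or above a set limit in every replicate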;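 further: luciferase carries N-glycosylation sites so blocking glycosylation raises the light; 0% = median of neutral control wells and 100% = median of 100 nM tunicamycin wells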
# MC4R antagonist: blocks human MC4R cAMP signaling; P32245; MC4R-expressing cells, MTII-stimulated cAMP, LANCE TR-FRET; inhibition, % at 6.5 µM; 0.48% of 360,000 active; AID 540295;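 active means inhibition above its plate's cutoff, the mean of tested wells on that plate plus 3 SD, cut at about 29% in these data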;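 further: 0% = Melanotan II alone and 100% = Melanotan II plus saturating MCL0020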
#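 Assay system: human MC4R-expressing U2OS cells; reagent: Melanotan II stimulation of cells; dosing: 6.5 µM single dose; timing: compound 30 min, challenge 1 h, detection 1 h; signal: TR-FRET cAMP assay; replicates: one well per compound, no replicates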
# NOD2 RIPK2 PPI: blocks binding of human NOD2 to RIPK2; inhibition, % at 4.98 µM; CHO BLA complementation NOD2-RIPK2, CCF4 ratio; O43353; 0.38% of 360,000 active; in the data active means inhibition above about 21%;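 further: 0% = vehicle only and 100% = reference blocker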
# * marks the source's active call; other numbers are inactive results; x = no result given. A portion of the library, so the mix of outcomes need not match the whole.
cpd	smiles	ABHD5-PLIN5 inh	aDG glyco act	Vif imaging	ABCB6 inh MLPCN	TLR9-MyD88 block
1	COCCOC(=O)c1c(C)oc2ccc(OC(=O)c3c(OC)cccc3OC)cc12	2	0.8	-8	92	-10
2	CCCNC(=O)c1ccc(C)c(NC(=O)C2=C(C)OCCS2)c1	3	0.1	4	100	-10
3	Cc1cc(C(=O)NNC(=S)NCc2ccccc2)no1	-5	-0.5	5	109	2
4	O=C(CCCc1nc(-c2ccc(Cl)cc2)no1)N1CCOCC1	-4	0.5	-27	99	2
5	O=C(Nc1ccc2c(c1)OCO2)c1cc(-c2cccc(O)c2)on1	4	-0.1	20	98	2
6	NS(=O)(=O)c1ccc(CCNC(=O)c2ccc(C#CC3(O)CCCCC3)cc2)cc1	2	-0.4	-1	99	6
7	c1ccc(C[C@H]2COc3c4ccccc4nn32)cc1	3	-0.1	x	x	x
8	Clc1cccc(CNc2ccn3nc(-c4cccc(OCc5ccccc5)c4)cc3n2)c1	-3	0.3	-14	100	x
9	CS(=O)(=O)N(CC(=O)NCC1CCCO1)c1cc(Cl)c(Cl)cc1Cl (stereo unspecified)	0	0.0	-3	97	4
10	Cc1c(-c2ccccc2)oc2c(C(=O)OCC(=O)Nc3ccc(C(N)=O)cc3)cccc2c1=O	2	-0.2	10	96	-9
11	NC(=O)c1nccc2ccccc12	-9	0.0	-3	106	1
12	CSCCC(NC(=O)c1ccc([N+](=O)[O-])cc1Cl)C(=O)OCC(=O)C12CC3CC(CC(C3)C1)C2 (stereo unspecified)	-3	-0.4	1	99	-8

cpd	MC4R antagonist	Glyco luc inh	MC4R barr agon	Granule exo inh	NOD2 RIPK2 PPI
1	20	1	-1.8	6	-2
2	4	-1	-2.2	-12	-2
3	14	0	-2.6	-2	6
4	6	0	-1.7	-1	-7
5	-1	-1	-2.8	28	-3
6	3	-7	3.1	0	0
7	x	x	x	-2	-1
8	11	-6	-0.6	20	9
9	4	0	-1.4	0	-4
10	4	1	-2.9	1	-7
11	14	1	0.3	-12	-1
12	33*	-2	1.9	0	6

# Continued.
cpd	smiles	ABHD5-PLIN5 inh	aDG glyco act	Vif imaging	ABCB6 inh MLPCN	TLR9-MyD88 block
13	Cc1ccccc1N1CC(C(=O)O)CC1=O (stereo unspecified)	-1	0.3	-2	89	4
14	O=C(CSc1nc2ccccc2[nH]1)NCc1ccc2c(c1)OCO2	-4	0.3	-9	103	-15
15	Cc1ccccc1OCC(=O)NNC(=O)Cc1ccc(S(=O)(=O)N2CCOCC2)s1	5	-0.3	-3	101	1
16	CC1=C(C)CC(C(=O)NC(C)CCc2ccccc2)C(C(=O)O)C1 (stereo unspecified)	-1	-0.4	0	98	11
17	CC1CCCCC1NC(=O)CN(C)S(=O)(=O)c1ccc2c(c1)CCC(=O)N2 (stereo unspecified)	0	-0.2	-3	92	3
18	CCCc1cc(=O)[nH]c(SCC(=O)Nc2c(C)cccc2C)n1	-2	0.1	-15	101	-2
19	O=C(Nc1ccccc1)c1cc2ccccc2c(=O)s1	13	-0.2	-10	98	4
20	O=C(CNC(=O)c1ccco1)Nc1ccc2c(c1)OCCO2	14	-0.1	5	97	-1
21	Cc1cccc(C)c1C(=O)N[C@@H](Cc1ccccc1)C(=O)O	-3	-0.1	-1	101	1
22	COc1ccc(N(CC(=O)N/N=C(\C)c2ccc(OC)c(OC)c2)S(=O)(=O)c2ccccc2)cc1	-6	0.0	-12	91	-5
23	O=C(NCc1ccccc1)N1CCC(CO)(Cc2cccc(F)c2)CC1	1	-0.2	x	102	4
24	COc1ccc(Cl)cc1NC(=O)c1cccc(-n2cnnn2)c1	1	0.3	3	97	-1

cpd	MC4R antagonist	Glyco luc inh	MC4R barr agon	Granule exo inh	NOD2 RIPK2 PPI
13	17	2	-3.3	-2	-3
14	2	-2	4.0	-12	-4
15	9	2	-3.2	-2	-12
16	2	1	-0.7	-2	5
17	2	-1	-2.4	1	1
18	3	4	-3.5	0	-3
19	-4	-7	13*	0	-6
20	3	-14	0.0	2	-4
21	11	2	-1.1	0	-4
22	8	-4	-2.4	-16	7
23	5	-1	-1.4	0	-2
24	8	0	-3.2	2	8

# Compounds above that have nitrogen in an aromatic ring, in the order listed:
cpd	smiles	ABHD5-PLIN5 inh	aDG glyco act	Vif imaging	ABCB6 inh MLPCN	TLR9-MyD88 block
3	Cc1cc(C(=O)NNC(=S)NCc2ccccc2)no1	-5	-0.5	5	109	2
4	O=C(CCCc1nc(-c2ccc(Cl)cc2)no1)N1CCOCC1	-4	0.5	-27	99	2
5	O=C(Nc1ccc2c(c1)OCO2)c1cc(-c2cccc(O)c2)on1	4	-0.1	20	98	2
7	c1ccc(C[C@H]2COc3c4ccccc4nn32)cc1	3	-0.1	x	x	x
8	Clc1cccc(CNc2ccn3nc(-c4cccc(OCc5ccccc5)c4)cc3n2)c1	-3	0.3	-14	100	x
11	NC(=O)c1nccc2ccccc12	-9	0.0	-3	106	1
14	O=C(CSc1nc2ccccc2[nH]1)NCc1ccc2c(c1)OCO2	-4	0.3	-9	103	-15
18	CCCc1cc(=O)[nH]c(SCC(=O)Nc2c(C)cccc2C)n1	-2	0.1	-15	101	-2
24	COc1ccc(Cl)cc1NC(=O)c1cccc(-n2cnnn2)c1	1	0.3	3	97	-1

cpd	MC4R antagonist	Glyco luc inh	MC4R barr agon	Granule exo inh	NOD2 RIPK2 PPI
3	14	0	-2.6	-2	6
4	6	0	-1.7	-1	-7
5	-1	-1	-2.8	28	-3
7	x	x	x	-2	-1
8	11	-6	-0.6	20	9
11	14	1	0.3	-12	-1
14	2	-2	4.0	-12	-4
18	3	4	-3.5	0	-3
24	8	0	-3.2	2	8

# The listing continues.
cpd	smiles	ABHD5-PLIN5 inh	aDG glyco act	Vif imaging	ABCB6 inh MLPCN	TLR9-MyD88 block
25	O=[N+]([O-])c1cnn2cc(Br)cnc12	2	0.0	-10	88	-3
26	COc1ccccc1N=Nc1ccc(O)c2ncccc12	2	-0.3	4	97	15
27	Cc1c(Cc2ccccc2)c(NCCN(C)C)n2c(nc3ccccc32)c1C#N	17	0.1	-35	108	0
28	CCOC(=O)Cc1csc(NC(=O)c2ccc(C)c(S(=O)(=O)N3CCOCC3)c2)n1	-4	-0.1	-8	96	2
29	O=C(Nc1ccccc1-c1nc2ccccc2s1)c1ccc(Br)o1	-8	0.1	-3	99	-6
30	CC(C)C(=O)Nc1ncc(Cc2cccc(Cl)c2)s1	4	0.1	-1	95	2
31	O=C(O)c1cccc(NC(=S)NC(NC(=O)c2cccc([N+](=O)[O-])c2)C(Cl)(Cl)Cl)c1 (stereo unspecified)	-5	-0.2	11	100	-6
32	COc1ccc(CC(=O)Nc2ccccc2N2CCCC2)cc1	-1	-0.4	-9	95	3
33	O=C(NCc1ccccc1)NC(=O)c1ccccc1	-1	-0.1	-15	99	-9
34	CC1CCCCN1C(=O)Cn1c(=O)n(-c2ccc(F)cc2)c(=O)c2sccc21 (stereo unspecified)	1	0.0	-2	94	-3
35	CCOc1ccccc1Nc1nnc(SCC(=O)NCC2CCCO2)s1 (stereo unspecified)	2	5.2*	-2	98	10
36	O=C(COC(=O)/C=C/c1ccccc1[N+](=O)[O-])Nc1ccc2[nH]c(=O)[nH]c2c1	5	-0.1	1	101	5

cpd	MC4R antagonist	Glyco luc inh	MC4R barr agon	Granule exo inh	NOD2 RIPK2 PPI
25	-2	1	-1.4	-4	0
26	4	-12	-5.3	23	-12
27	5	-2	1.6	46	-2
28	-2	1	1.8	4	4
29	18	-2	0.2	19	1
30	5	2	-3.0	-1	1
31	5	1	0.0	-3	0
32	0	-2	-4.2	-1	-2
33	-1	0	-1.4	-4	-8
34	-5	0	-2.9	-1	-6
35	-2	2	-0.7	-20	-1
36	-5	0	-1.3	1	-1

# Next part.
cpd	smiles	ABHD5-PLIN5 inh	aDG glyco act	Vif imaging	ABCB6 inh MLPCN	TLR9-MyD88 block
37	CSc1ncccc1C(=O)NCCc1ccccc1F	10	0.0	-8	113	-1
38	CCCN(CCC)Cc1c(C(=O)N/N=C/CCc2ccccc2)nnn1-c1nonc1N	-1	-0.1	-3	104	-1
39	CN(c1ccc(OCC(=O)OCC(=O)Nc2ccc(F)cc2)cc1)S(=O)(=O)c1ccc(Cl)cc1	-5	-0.4	8	98	-12
40	Cc1ccc(NC(=O)COC(=O)CNC(=O)C2CCCCC2)c(Br)c1	-8	0.1	-2	95	-7
41	N#CCCN1CCN(S(=O)(=O)c2ccc(S(=O)(=O)NC3CC3)cc2)CC1	0	0.2	-4	93	2
42	O=C(O)CCc1nc2ccccc2c(=O)[nH]1	3	0.1	5	102	-4
43	COc1ccc(NC(=O)/C=C/c2cccc(F)c2)cn1	-8	0.0	1	97	9
44	CCn1c(SCC(=O)c2ccc(NS(=O)(=O)c3ccccc3)cc2)nnc1-c1cccs1	2	0.3	2	100	-6
45	CC(=O)Nc1ccc(S(=O)(=O)NC(C)(C#N)C2CC2)cc1 (stereo unspecified)	-5	0.0	16	94	9
46	CCC(C)[C@H](N)c1cn([C@@H](CCCCN)C(=O)N2CCNCC2)nn1 (stereo partly specified)	-7	-0.4	-5	102	-15
47	Cc1ccc(NC(=S)N2CCN(Cc3ccccc3)CC2)cc1	0	0.0	3	102	-14
48	COC(=O)c1ccc(N=C2S/C(=C\c3cc(C)n(-c4cccnc4)c3C)C(=O)N2C)cc1	6	-0.1	16	108	-8

cpd	MC4R antagonist	Glyco luc inh	MC4R barr agon	Granule exo inh	NOD2 RIPK2 PPI
37	-2	-1	-0.8	-1	8
38	9	0	9.2*	8	-1
39	19	1	-0.9	10	8
40	24	0	2.8	-1	1
41	3	-2	-2.9	1	-12
42	2	-1	-0.1	0	-4
43	-4	-2	-1.0	2	6
44	-6	2	2.8	-1	-3
45	6	3	-0.1	-10	5
46	6	0	1.2	-3	0
47	0	0	-2.0	-2	-4
48	-10	-13	-0.1	-8	-17

# (list continues)
cpd	smiles	ABHD5-PLIN5 inh	aDG glyco act	Vif imaging	ABCB6 inh MLPCN	TLR9-MyD88 block
49	COc1ccccc1N(C(=O)CN1C(=O)c2ccccc2S1(=O)=O)C(C(=O)NCC1CCCO1)c1ccc(F)cc1 (stereo unspecified)	4	-0.4	5	103	3
50	COc1ccccc1OCCSc1nnc(C)n1-c1ccccc1	-1	0.1	7	96	4
51	CCSc1ccccc1C(=O)NCc1ccco1	2	-0.1	18	81	-1
52	COc1cc(C(=O)OCC(=O)NC2CCCCCC2)ccc1OCC(C)C	8	0.4	7	91	2
53	O=C(NCc1cccnc1)C1CCCN(S(=O)(=O)c2ccccc2)C1 (stereo unspecified)	7	-0.2	2	106	-1
54	Cc1noc(C)c1CSCC(=O)Nc1cccc(C(F)(F)F)c1	-2	-0.2	1	99	0
55	Cc1cc(OCCSc2nnc(-c3cccs3)n2C)ccc1Cl	5	0.4	2	98	-1

cpd	MC4R antagonist	Glyco luc inh	MC4R barr agon	Granule exo inh	NOD2 RIPK2 PPI
49	5	1	-0.4	0	0
50	3	0	-1.2	2	-6
51	4	4	-0.9	3	4
52	12	4	0.2	-4	-2
53	-2	0	-0.2	-1	0
54	16	0	1.8	-3	-9
55	11	11	3.3	3	19
